V1R ag counter = agonists of human V1a receptor, primary screen, counter-screen for OXTR agonist project, fluorescence, CHO-V1R cells; activation, % at 3 µM; Fluo-8 calcium fluorescence, agonist mode; 0% DMSO, 100% 3 nM vasopressin; 320,000 tested, 0.25% active; Vasopressin V1a receptor (Homo sapiens), P37288;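 active = activation above the mean activation of all tested compounds plus 3 SD, per screening run, cut at about 20% in these data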;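 note: signal is peak over basal fluorescence ratio across a 100 second FLIPR read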
Target sequence (P37288 whole entry, looked up): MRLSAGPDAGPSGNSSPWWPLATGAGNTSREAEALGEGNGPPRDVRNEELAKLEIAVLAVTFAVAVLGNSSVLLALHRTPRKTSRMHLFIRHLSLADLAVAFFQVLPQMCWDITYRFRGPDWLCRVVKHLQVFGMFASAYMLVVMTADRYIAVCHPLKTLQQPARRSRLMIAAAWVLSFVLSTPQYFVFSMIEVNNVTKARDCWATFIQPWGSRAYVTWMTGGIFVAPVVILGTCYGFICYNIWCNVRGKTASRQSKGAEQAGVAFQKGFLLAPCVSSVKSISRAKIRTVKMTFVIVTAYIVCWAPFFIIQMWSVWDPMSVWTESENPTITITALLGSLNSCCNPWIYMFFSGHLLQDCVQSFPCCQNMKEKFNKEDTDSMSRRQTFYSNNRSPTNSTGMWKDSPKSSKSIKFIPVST
NS3 helicase inh = inhibitors of HCV NS3 helicase, primary screen, biochemical, Cy5 molecular beacon fluorescence. NS3 helicase DNA unwinding. inhibition, % at 10.9 µM. 290,000 tested, 0.56% active;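 active = inhibition above the mean of all tested compounds plus 3 SD, set per campaign, cut at about 35% in these data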;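 note: 0% = DMSO wells and 100% = thioflavine S control wells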
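Control set: DMSO versus 110 µM thioflavine S; Material: NS3 helicase fragment of HCV; Measured by: Cy5 fluorescence at 0 and 60 min, beacon hairpin quenching; Read-out basis: percent inhibition from t60/t0 fluorescence ratio; Times: reaction time 60 min, 25 °C; Repeats: single replicate; Compound dosing: single dose, 10.9 µM nominal final, DMSO 0.8% final.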
GPR7 antagonist = GPR7 receptor antagonists, primary screen, cell-based, fluorescence, single concentration | 290,000 tested, 1.1% active | AID 1861, 2009 | GPR7-expressing cells, fluorescence antagonist assay | inhibition, % at 4.4 µM; in the data active = inhibition above about 16%, passing the limit was not always enough;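 note: cells stimulated with the agonist NPW; 0% = agonist with vehicle and 100% = vehicle without agonist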
Target sequence (P48145 whole entry, looked up): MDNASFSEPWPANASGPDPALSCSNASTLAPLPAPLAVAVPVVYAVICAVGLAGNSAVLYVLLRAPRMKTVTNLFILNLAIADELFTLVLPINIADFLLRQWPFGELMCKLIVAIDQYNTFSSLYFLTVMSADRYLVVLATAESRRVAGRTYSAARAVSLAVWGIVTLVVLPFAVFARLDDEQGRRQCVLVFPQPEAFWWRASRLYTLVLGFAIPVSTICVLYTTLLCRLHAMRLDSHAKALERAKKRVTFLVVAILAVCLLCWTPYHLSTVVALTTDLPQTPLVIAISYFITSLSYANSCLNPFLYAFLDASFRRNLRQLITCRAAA
IMP-1 inh = IMP-1 metallo-beta-lactamase inhibitors, primary screen, biochemical, epi-absorbance readout, Pseudomonas aeruginosa enzyme | metallo-beta-lactamase IMP-1 (Pseudomonas aeruginosa) | 290,000 tested, 0.45% active | purified IMP-1, nitrocefin hydrolysis, epi-absorbance fluorescence | inhibition, % at 5.6 µM;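 active = inhibition above the mean plus 3 SD of all compounds in the same screening run, cut at about 4.5% in these data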;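 note: 0% = IMP-1 with DMSO and 100% = DMSO wells lacking enzyme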
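System: Purified IMP-1 | Read-out basis: Percent enzyme inhibition | Controls: IMP-1 with DMSO as 0%, enzyme-free DMSO as 100% | Replicates: One well per compound | Doses: 5.6 µM nominal single concentration | Detection: Epi-absorbance fluorescence, 480 nm excitation, 530 nm emission | Incubation: 25 °C, 15 min preincubation, 25 min reaction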
VIM-2 inhibitor = VIM-2 metallo-beta-lactamase inhibitors, primary screen, biochemical, epi-absorbance readout, Pseudomonas aeruginosa enzyme. purified VIM-2, nitrocefin hydrolysis, epi-absorbance fluorescence. inhibition, % at 5.6 µM. 290,000 tested, 0.89% active. AID 1527, 2009;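 active = inhibition above the mean of all tested compounds plus 3 SD, cutoff set per screening run, cut at about 7.5% in these data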;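 note: red hydrolysis product quenches plate fluorescence so inhibitors raise well fluorescence; 0% = enzyme with DMSO and 100% = DMSO without enzyme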
DNA FID counter = compounds displacing fluorescent DNA intercalator, primary screen, artefact control for HCV NS3 helicase inhibitor project, biochemical, FID fluorescence; 290,000 tested, 0.17% active; inhibition, % at 7.9 µM; DNA fluorescent intercalator displacement; in the data active = inhibition above about 37%;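 note: 0% = vehicle and 100% = reference compound; higher means more ethidium bromide displaced from hairpin DNA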
PHOSPHO1 inh = PubChem AID 1565; Phosphoethanolamine/phosphocholine phosphatase (Homo sapiens), Q8TCT1; recombinant PHOSPHO1, absorbance phosphatase assay; inhibition, % at 13.3 µM; 290,000 tested, 1.1% active; in the data active = inhibition above about 60%
OXTR agonist = human OXTR agonists, primary screen, fluorescence, CHO-OTR cells, Fluo-8 calcium; Oxytocin receptor (Homo sapiens), P30559; 320,000 tested, 0.32% active; Fluo-8 calcium fluorescence; normalized: DMSO 0%, oxytocin 100%; activation, % at 3 µM; AID 2435, 2010;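 active = activation above the mean of all tested compounds plus 3 SD, cutoff set per screening run, cut at about 20% in these data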;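 note: peak over basal fluorescence ratio from a 100 s FLIPR kinetic read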
GalR3 antag = GalR3 antagonists in HEK293 cells, primary screen, cell-based, fluorescence readout | 360,000 tested, 0.44% active | inhibition, % at 3 µM | Galanin receptor type 3 (Homo sapiens), O60755 | AID 651719, 2012 | HEK293 GalR3-CNG cAMP membrane potential fluorescence; galR3 body fused to GalR1 C-terminus;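 active = inhibition above the screen-wide average plus 3 SD, cut at about 13% in these data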;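 note: forskolin and galanin both at EC90 stimulate the cells; cAMP rise reported by CNG channel membrane potential dye signal; 0% = forskolin plus galanin with DMSO and 100% = forskolin alone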
Target sequence (O60755 1-299 limits assumed): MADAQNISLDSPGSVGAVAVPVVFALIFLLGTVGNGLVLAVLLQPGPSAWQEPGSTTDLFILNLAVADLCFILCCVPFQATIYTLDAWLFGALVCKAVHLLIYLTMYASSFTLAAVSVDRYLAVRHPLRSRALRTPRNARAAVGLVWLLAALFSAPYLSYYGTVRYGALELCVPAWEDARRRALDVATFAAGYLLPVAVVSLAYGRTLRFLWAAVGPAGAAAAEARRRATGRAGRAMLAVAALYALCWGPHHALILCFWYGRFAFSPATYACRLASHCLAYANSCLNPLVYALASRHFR
* marks the source's active call; other numbers are inactive results; · = no result given.

SMILES | V1R ag counter | NS3 helicase inh | GPR7 antagonist | IMP-1 inh | VIM-2 inhibitor | DNA FID counter | PHOSPHO1 inh | OXTR agonist | GalR3 antag
O=[N+]([O-])c1ccc(N2CCN(S(=O)(=O)c3ccccc3)CC2)cc1NCc1ccco1 | 0.3 | 5 | -8 | -2.9 | -2.1 | -1 | -4 | 0.1 | ·
COc1ccc(C)cc1NS(=O)(=O)c1ccc2c(c1)N(C)CCO2 | 7.4 | -7 | -2 | -1.8 | 0.7 | -24 | 17 | 6.2 | -5
Cc1ccc(OCCc2csc(N)n2)cc1 | -0.6 | -2 | -6 | -0.9 | 0.4 | -7 | 16 | 0.0 | 1
O=C(COC(=O)c1cccs1)NCCC1=CCCCC1 | -0.1 | -8 | 3 | -3.5 | -2.4 | -8 | -4 | 11 | -4
Cc1ccc(Cn2nnnc2CN2CCC(O)(c3ccc(F)cc3)CC2)cc1 | 5.4 | 2 | 14 | -2.8 | -4.3 | -32 | 16 | 4.2 | -5
CC1(C)CC2CC(C)(CN2C(=O)c2cc(-c3ccc(O)cc3)on2)C1 (stereo not given) | 1.1 | -11 | 0 | -2.8 | -1.3 | -27 | 28 | 1.8 | 4
CCOc1ccc(CSCCNC(=S)Nc2ccc(OC)cc2)cc1 | 2.6 | -1 | -6 | -2.4 | -0.7 | -20 | 8 | -0.6 | -3
CCCC(=O)Nc1nnc(S(=O)(=O)N(CC)c2ccc(OC)cc2)s1 | · | -6 | -9 | -3.3 | -2.6 | -18 | 44 | · | -8
CCN(CC)S(=O)(=O)c1cc(C(=O)O)ccc1Cl | 0.2 | -7 | -8 | -3.2 | -1.5 | -2 | 1 | 0.5 | -6
Cc1cccc(C2c3[nH]c4ccccc4c3CCN2C(=O)c2cc(-c3cccn3C)n[nH]2)n1 (stereo not given) | -0.1 | 5 | 5 | 0.3 | -0.1 | -29 | 36 | -1.8 | 1
CCCOc1ccc(N2C(=O)CC(N(CCc3ccc(OC)cc3)C(=O)/C=C/C(=O)O)C2=O)cc1 (stereo not given) | 0.1 | 9 | 5 | 0.6 | 1.4 | -42 | 37 | -0.7 | -2
Oc1ccc(-n2cnnn2)cc1 | -0.7 | 3 | 3 | -3.1 | -2.5 | 1 | 26 | -0.5 | -6
CCCNc1nc(Cl)nc(Nc2ccc(Cl)cc2)n1 | -1.0 | -31 | -4 | -2.9 | -3.0 | -1 | 4 | -2.0 | -11
COc1ccc(C(=O)NNC(=O)C(=O)Nc2ccc(C)cc2)cc1 | 1.9 | -7 | 1 | -3.8 | -1.2 | -15 | 24 | 1.0 | -3
CCc1nnc(NC(=O)CSc2nc3c(cc2C#N)CCC3)s1 | 0.1 | 4 | -14 | -2.3 | -0.3 | 9 | -27 | 0.0 | -1
O=C(/C=C/c1ccccc1Cl)NCCN1CCOCC1 | 0.2 | 3 | -8 | -1.9 | -1.0 | 1 | 32 | 0.4 | 3
COc1ccc(C)cc1NC(=O)C1CCCN(S(=O)(=O)c2cccc3nonc23)C1 (stereo not given) | -0.5 | 3 | -5 | -2.3 | -1.7 | 5 | -3 | -1.7 | -1
CCn1cc([C@@H]2C[C@H]3CN(Cc4cccc(Cl)c4)C(=O)[C@]34CCCN24)c(C)n1 | 1.0 | -1 | 1 | -0.8 | 0.4 | -6 | 28 | 0.5 | 1
CCCC(c1nnnn1Cc1cccs1)N1CCN(c2nc3ccccc3s2)CC1 (stereo not given) | 1.5 | -2 | -3 | -1.6 | -2.6 | -7 | 21 | -0.9 | 0
O=C(N/N=C/c1ccc(O)c(O)c1)c1cccc(S(=O)(=O)N2CCCCC2)c1 | 0.3 | -2 | -1 | -1.4 | 0.3 | -10 | 11 | 0.7 | -3
COc1ccc(C(CNC(=O)c2oc3cc(Br)ccc3c2C)N2CCCCC2)cc1 (stereo not given) | -0.1 | -30 | -6 | -4.6 | 0.4 | 6 | 13 | -1.6 | -9
COc1ccc(CNC(=O)CCSCc2cccc(F)c2)cc1 | 0.8 | -13 | 14 | -1.4 | -0.3 | -17 | 30 | -0.8 | -4
O=C(CC1C(=O)NCCN1Cc1cccc(C(F)(F)F)c1)NC1CCCCCC1 (stereo not given) | 0.3 | -16 | -14 | -1.7 | -1.5 | -25 | 14 | -0.1 | ·
CCn1c(CSc2nc3ccccc3s2)nnc1SCC(=O)c1ccc(Cl)cc1 | 1.7 | -1 | -6 | -4.9 | -0.9 | -8 | 73* | 0.1 | 7
COc1cc(-c2csc(C)n2)ccc1O | 0.6 | 1 | -8 | -3.1 | -1.6 | 3 | -31 | -0.3 | -2
CCC1(C(=O)OC)NC(c2ccco2)C2C(=O)N(c3ccccc3)C(=O)C21 (stereo not given) | 0.5 | 0 | -13 | -2.5 | -4.6 | -5 | -16 | 0.3 | -3
CCNC(=S)Nc1cccc(F)c1C | 0.6 | 12 | -2 | -1.5 | -0.9 | 3 | 51 | 0.2 | -5
CC1=[N+]([O-])C(C)(C)C(C)N(O)C1=O (stereo not given) | 0.1 | 5 | -13 | 1.6 | 1.5 | -2 | 14 | 0.2 | -2
Cc1ccccc1NC(=O)CSC1=C(C#N)C(c2ccsc2)CC(=O)N1 (stereo not given) | 8.2 | -4 | -1 | -2.6 | -1.8 | -3 | -1 | 8.5 | -4
O=C(c1ccccc1)N1CCc2ccccc21 | -1.4 | 1 | -4 | -3.6 | -4.0 | -2 | 6 | -2.5 | -3
COc1cccc(/C=C(/C(=O)OCC(N)=O)c2ccccc2)c1 | -0.3 | -8 | -13 | -1.6 | 2.1 | -14 | 12 | -1.2 | -5
CCOC(=O)c1csc(NC(=O)CSc2nnnn2CC)n1 | 0.8 | 3 | 3 | -1.1 | -0.2 | -3 | 10 | -0.1 | 9
O=[N+]([O-])c1cccc(/C=N/N2CCN(c3ccccn3)CC2)c1 | 0.5 | 3 | -8 | -3.0 | -4.6 | 1 | -2 | 0.4 | -2
NS(=O)(=O)c1ccc(N=Nc2c(O)ccc3ccccc23)cc1 | -0.8 | 7 | -7 | -5.6 | -3.3 | 4 | -8 | -0.8 | -3
COc1cccc(/C=N/NC(=O)c2ccc(=O)n(C)c2)c1OC | -0.3 | 5 | 7 | -1.5 | -4.6 | -1 | -14 | -1.2 | 0
Cc1nc2sc3c(c2c(=O)n1N)CCC3 | -0.5 | 6 | -3 | -1.5 | 2.6 | 12 | 40 | -0.5 | -4
COc1ccc(C(C)=O)cc1COc1ccc(-n2cnnn2)cc1 | 1.2 | -2 | 9 | -0.7 | 0.4 | -13 | 3 | -0.2 | -3
O=C(NCCCn1ccnc1)/C(=C\c1cccnc1)NC(=O)c1cccc(Br)c1 | -0.5 | -4 | 4 | 0.0 | -2.5 | 6 | -7 | 0.1 | 2
NC1=NC(=O)/C(=C\c2ccco2)S1 | 0.6 | 11 | -10 | 0.7 | -0.5 | -2 | -69 | 0.7 | 9
CN1CCN(c2nc3c(c(=O)n(C)c(=O)n3C)n2CC(=O)C23CC4CC(CC(C4)C2)C3)CC1 | 0.8 | -6 | -9 | -3.6 | -1.9 | 3 | 6 | -0.1 | ·
Nn1c(COc2ccccc2)nnc1SCc1cc(=O)[nH]c2ccccc12 | 0.3 | 3 | -14 | -3.0 | -3.5 | -11 | 16 | -0.4 | -6
O=C(c1cnn(-c2ccccc2)c1-n1cccc1)N1CCN(C2CCCCC2)CC1 | 0.0 | -2 | 11 | 0.4 | 0.2 | -3 | 4 | -0.5 | ·
Cc1ccc(NC2=C(Cl)C(=O)c3ccccc3C2=O)cc1 | -1.8 | 7 | 0 | -3.9 | -1.8 | 1 | -26 | -1.9 | 2
O=C(NCCc1ccc(Cl)cc1)c1ccc2[nH]c(=O)c(=O)[nH]c2c1 | -0.2 | -7 | -10 | -3.2 | -0.5 | -4 | -47 | 0.8 | -6
CCN1C(=O)C(CC(=O)NCCc2ccccc2)N(NC(=O)c2cccnc2)C1=S (stereo not given) | 0.6 | 8 | 9 | -3.6 | -3.3 | -8 | 4 | 1.0 | 0
Cc1cc(C(=O)Nc2ccccc2C(=O)O)oc1C | 0.7 | -1 | -8 | -0.3 | 1.3 | -4 | 27 | 0.2 | -9
COCCN(C(=O)Nc1ccccc1OC)c1nc2ccccc2s1 | 0.2 | -6 | -11 | -2.2 | -1.0 | -17 | · | -1.7 | 0
O=C(CCCn1c(SCC(=O)c2ccccc2)nc2ccccc2c1=O)NCC1CCCO1 (stereo not given) | -0.4 | -2 | 5 | 0.9 | -1.5 | -12 | 4 | -0.8 | -3
COc1ccc(CCN(C)C(=O)c2ccc(S(=O)(=O)NCc3ccco3)cc2)cc1OC | 0.5 | 1 | -2 | -2.2 | -2.0 | -23 | -8 | -0.6 | -3
Cc1cc(C)nc(NC(=O)/C=C/c2cccs2)c1 | -0.8 | -2 | 1 | 0.3 | 1.5 | -9 | 23 | -2.2 | -2
CCn1c(=O)cc(N2CCCCC2)[nH]c1=O | 1.1 | -2 | -16 | -1.5 | -1.4 | 1 | 45 | 0.8 | -1
Cn1c(SCC(=O)Nc2ccc3nc(SCC(=O)N4CCCC4)sc3c2)nnc1-c1ccc(N)cc1 | · | 1 | 6 | -0.6 | 2.8 | -50 | 67* | · | ·
Cc1cc(NC(=O)NCc2ccccc2)c(=O)n(Cc2ccc(F)cc2)c1 | 2.3 | -2 | -7 | -0.9 | 0.8 | -24 | 35 | -2.7 | -10
COc1ccc(-n2c(Cc3cccn3C)nnc2SCC(=O)Nc2ccccc2OC)cc1 | 1.0 | -3 | -5 | -3.0 | -4.5 | -35 | 2 | 1.2 | 0
Cc1ccc(C)c2[nH]c(=O)c(C(c3nnnn3CCc3ccccc3)N3CCOCC3)cc12 (stereo not given) | 0.3 | 6 | -16 | -3.3 | -1.7 | -20 | -22 | -0.1 | -5
CCOC(=O)CN(Cc1sccc1C)C(=O)Nc1ccc(OC)cc1OC | 1.9 | -3 | 0 | -5.4 | -4.4 | -4 | 0 | -0.1 | -9

Single records, from the list above.
CCCC(c1nnnn1Cc1cccs1)N1CCN(c2nc3ccccc3s2)CC1 (stereo not given) in the list: V1R ag counter: 1.5; NS3 helicase inh: -2; GPR7 antagonist: -3; IMP-1 inh: -1.6; VIM-2 inhibitor: -2.6; DNA FID counter: -7; PHOSPHO1 inh: 21; OXTR agonist: -0.9; GalR3 antag: 0
CCN1C(=O)C(CC(=O)NCCc2ccccc2)N(NC(=O)c2cccnc2)C1=S (stereo not given) in the list: V1R ag counter: 0.6; NS3 helicase inh: 8; GPR7 antagonist: 9; IMP-1 inh: -3.6; VIM-2 inhibitor: -3.3; DNA FID counter: -8; PHOSPHO1 inh: 4; OXTR agonist: 1.0; GalR3 antag: 0

From PubChem
